Vif-APOBEC3G blk: Vif-A3G binding inhibition | HeLa A3G-eYFP + Vif (tagged APOBEC3G with the HIV-1 protein that degrades it), YFP fluorescence, overnight | Potency, µM (top dose mostly 46.1 µM), inactives show at the top dose activity, negative = active, actives largely listed as inhibitors | actives 0.076% (n = 410,000) | AID 602310;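 further: potency means the concentration at half of the fitted maximal effect; on the % scale 0 is the no-effect control and ±100 the full control effect; nearly all actives have a fitted effect of over 60% in size; hits raise eYFP signal because A3G escapes Vif-driven loss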
Target sequence (Q9HC16 whole entry, looked up): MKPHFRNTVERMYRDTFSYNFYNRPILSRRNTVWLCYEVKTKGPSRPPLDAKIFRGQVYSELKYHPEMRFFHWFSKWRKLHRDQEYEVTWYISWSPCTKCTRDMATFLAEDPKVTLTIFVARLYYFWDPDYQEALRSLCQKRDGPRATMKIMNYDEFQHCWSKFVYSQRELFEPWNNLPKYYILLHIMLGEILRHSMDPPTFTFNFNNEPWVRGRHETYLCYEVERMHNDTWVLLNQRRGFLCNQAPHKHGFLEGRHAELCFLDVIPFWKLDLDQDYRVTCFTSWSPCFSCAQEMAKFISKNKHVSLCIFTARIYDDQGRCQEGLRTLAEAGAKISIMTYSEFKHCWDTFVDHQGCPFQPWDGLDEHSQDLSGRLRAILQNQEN
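Read-out is eYFP fluorescence (Ex 488/Em 500-530) from Vif-expressing HeLa A3G-eYFP cells; more signal means A3G escaped Vif-mediated degradation. Cells plated overnight, compound pinned in, incubated overnight at 37 deg C.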
RGS4 inh: human RGS4 inhibition. P49798. Transcreener GDP fluorescence polarization, RGS4-accelerated GTP hydrolysis. Potency, µM (titrated, usually from 114 µM), without a hit: top-dose activity change, negative = inhibition, usual class: inhibitors. actives 0.039% (n = 390,000). AID 504845; further: potency means the concentration at half of the fitted maximal effect; on the % scale 0 is the no-effect control and ±100 the full control effect; nearly all actives have a fitted effect of over 75% in size; some results filed as inactive show a strong effect at the top dose
Target sequence (P49798 whole entry, looked up): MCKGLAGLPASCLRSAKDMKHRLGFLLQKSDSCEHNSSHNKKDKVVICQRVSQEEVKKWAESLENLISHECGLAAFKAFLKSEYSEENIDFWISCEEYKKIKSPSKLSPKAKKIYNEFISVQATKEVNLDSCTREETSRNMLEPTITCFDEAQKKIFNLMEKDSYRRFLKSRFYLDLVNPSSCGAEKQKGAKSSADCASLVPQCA
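MLSMR compounds (23 nl, pin-transferred) preincubated 10 min at room temperature with a 500nM (2x) first reagent, then RGS4 at 900nM (2x) plus Transcreener GDP mix added; fluorescence polarization (620/688 nm) read before and after 90 min at 30 °C.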
TrxR1 inh: inhibitors of rat thioredoxin reductase 1. Potency, µM (titrated, usually from 114 µM), inactives show at the top dose activity change, negative = inhibition, usual class: inhibitors. actives 1% (n = 390,000). recombinant rTrxR1, NADPH fluorescence consumption, selenite substrate. O89049; further: potency means the concentration at half of the fitted maximal effect; on the % scale 0 is the no-effect control and ±100 the full control effect; nearly all actives have a fitted effect of over 65% in size
Target sequence (O89049 whole entry, looked up): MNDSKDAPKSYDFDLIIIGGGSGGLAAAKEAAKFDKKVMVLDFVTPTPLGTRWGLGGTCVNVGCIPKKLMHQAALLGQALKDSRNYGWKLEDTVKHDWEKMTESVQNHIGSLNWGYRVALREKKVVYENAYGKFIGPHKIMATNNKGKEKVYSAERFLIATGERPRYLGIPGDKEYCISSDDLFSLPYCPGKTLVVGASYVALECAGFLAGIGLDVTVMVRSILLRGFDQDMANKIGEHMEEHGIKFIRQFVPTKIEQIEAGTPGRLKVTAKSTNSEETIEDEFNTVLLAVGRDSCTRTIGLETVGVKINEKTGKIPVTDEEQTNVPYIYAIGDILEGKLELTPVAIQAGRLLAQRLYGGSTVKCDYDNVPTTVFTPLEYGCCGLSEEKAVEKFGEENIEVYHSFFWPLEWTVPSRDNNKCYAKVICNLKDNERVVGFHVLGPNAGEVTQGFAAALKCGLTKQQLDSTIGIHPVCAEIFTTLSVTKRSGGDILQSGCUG
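Rat TrxR1 (90 nM in the dispensed reagent) was pre-reduced with 400 uM NADPH for 5 min at room temperature, then incubated with compound for 15 min. After 400 uM selenite was added, NADPH fluorescence (Ex 340/Em 450 nm) was followed for 8 min.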
TrxR1 substrate: rat thioredoxin reductase 1 substrate activity; purified TrxR1 substrate turnover, NADPH consumption readout; O89049; Potency, µM (titrated, usually from 114 µM), inactives show top-dose activity change, negative = substrate turnover; actives 0.01% (n = 390,000); further: potency means the concentration at half of the fitted maximal effect; on the % scale 0 is the no-effect control and ±100 the full control effect; nearly all actives have a fitted effect of over 50% in size
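Rat TrxR1, dispensed at 90 nM, was prereduced with 400 uM NADPH (final) for 5 min at ~22 deg C, then incubated with compound 15 min before 400 uM selenite. A first-read NADPH fluorescence drop versus no-compound background flagged substrates.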
GRP78 ERSR act: inducers of ER stress response in human glioma cells | AID 602332 | Potency, µM, for the others: top-dose activation, actives largely listed as activators | actives 0.02% (n = 420,000) | U87-MG GRP78 promoter luciferase reporter, 16 h; further: potency means the concentration at half of the fitted maximal effect; series mostly up to about 76 µM; % of control where 0% means no effect; nearly all actives have a fitted effect of over 35% in size
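Stably transfected U87-MG human glioma cells carrying a GRP78-based luminescent sensor were seeded at 1000 cells/well, pin-dosed with compounds and incubated 16 h. Luciferase reagent was then added, and end-point luminescence was read after 10 min at room temperature.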
mIDH1 inhibitor: human IDH1 R132H inhibition. O75874. IDH1-R132H enzyme, NADPH consumption, diaphorase/resazurin fluorescence. Potency, µM (titrated, usually from 76.6 µM), for the others: at the top dose activity change, negative = inhibition, usual class: inhibitors. actives 0.093% (n = 390,000). AID 602179; further: potency means the concentration at half of the fitted maximal effect; on the % scale 0 is the no-effect control and ±100 the full control effect; nearly all actives have a fitted effect of over 65% in size
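IDH1-R132H (0.5 ug/mL dispensed) in pH 7.5 Tris buffer was preincubated 30 min with compound, then given a substrate mix of 0.016 mM NADPH and 2 mM alpha-KG for 80 min at room temperature; remaining NADPH was read by diaphorase/resazurin fluorescence.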
LDHA inh: blocks human lactate dehydrogenase A | purified LDHA, NADH/diaphorase-resazurin fluorescence; active compounds read low | P00338 | activity change, % (values are at about 110 or 230 µM) | actives 0.15% (n = 480,000); in the data active means activity change below about -30%; inconclusive means mostly about -25% to -30%;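 further: plate controls were DMSO wells for no effect and wells without enzyme for full effect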
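Enzyme activity of human lactate dehydrogenase 5 (2 nM; 0.06 mM NADH, 0.2 mM pyruvate, 5 min, RT) is measured via a resazurin/diaphorase fluorescence readout of residual NADH.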
Vif-A3F inh: Vif-A3F binding inhibition | HeLa A3F-eYFP + Vif (tagged APOBEC3F with the HIV-1 protein that degrades it), YFP fluorescence increase | Potency, µM (top dose mostly 46.1 µM), without a hit: at the highest dose activity, negative = active | actives 0.2% (n = 390,000) | AID 602313; further: potency means the concentration at half of the fitted maximal effect; % of control where 0% means no effect; nearly all actives have a fitted effect of over 65% in size
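HeLa cells stably expressing Vif plus C-terminally eYFP-tagged A3F were seeded, incubated overnight at 37 deg C, dosed with compound, incubated overnight again at 37 deg C. Yellow fluorescence (Ex 488/Em 500-530) reported blocked Vif-mediated A3F-eYFP degradation.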
USP1 inh: blocks the human USP1/UAF1 deubiquitinase complex. O94782. recombinant USP1/UAF1, Ub-Rhodamine cleavage fluorescence. Potency, µM (top dose mostly 57.1 µM), inactives show top-dose activity change, negative = inhibition, hits mostly inhibitors. actives 0.23% (n = 390,000). AID 743255; further: potency means the concentration at half of the fitted maximal effect; on the % scale 0 is the no-effect control and ±100 the full control effect; nearly all actives have a fitted effect of over 60% in size; inactives centre near -12
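Step one: compound is pinned into 1nM USP1/UAF1 in HEPES pH 7.8 buffer with TCEP. Step two: 15 min room-temperature incubation. Step three: Ub-Rho (150nM final) starts cleavage, tracked by fluorescence over six one-minute reads.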
An asterisk follows results filed as active; u = inconclusive; x = not tested or not shown; & = joins results of further samples; [ ] = remark or other dose. Unless noted, the call rests on the fitted dose curve; in most records, active means well fitted curve in the direction sought with a large enough effect; inconclusive means small, poorly fitted or top-dose-only effect, or another doubt; inactive means no such curve, though single readings can be large; an effect the other way counts as inactive or inconclusive. Only part of the results is shown; count on the stated rates, not on these rows.

SMILES | Vif-APOBEC3G blk | RGS4 inh | TrxR1 inh | TrxR1 substrate | GRP78 ERSR act | mIDH1 inhibitor | LDHA inh | Vif-A3F inh | USP1 inh
N#Cc1cccc(NC(=O)CNc2cc(S(=O)(=O)N3CCOCC3)ccc2N2CCCC2)c1 | 0% | -18% | -4%[57.1 µM] | -3%[57.1 µM] | 2% | -3% | -6 | 4% | -22%
OCc1cc(CO)c(O)c(CCc2ccccc2)n1 | 1% | -16% | 5%[57.1 µM] | 19%[57.1 µM] | 0% | 0% | -1 | 1% | -13%
COC(=O)c1cc(=O)n2c(sc3ccccc32)c1C#N | -3% | -4% | 36%[activator][57.1 µM] | 45%[activator][57.1 µM] | -3% | -7% | -5 | -12% | -1%
CCc1cccc(CC)c1N(COC)C(=O)Cn1ccccc1=N | -1% | 22% | 5% | 20% | -5% | 5% | 3 | -9% | -9%
Cc1onc(-c2ccccc2)c1-c1nnc(COC(=O)c2ccc(N(C)C)cc2)o1 | -1% | x | x | x | -1% | 2% | -2 | 0% | -25%
COc1ccc(C(c2nnnn2C2CCCC2)N2CCN(C(=O)c3ccco3)CC2)cc1OC (stereo not given) | 2% | -40% | -14% | -3% | -4% | -1% | 1 | 0% | -12%
COc1ccc(-c2nnc(SCC(=O)NC3CCCCC3)n2N)cc1 | 1% | -10% | 2%[57.1 µM] | -1%[57.1 µM] | 0% | -10% | -2 | -13% | -4%
CNCC(O)COc1ccccc1 (stereo not given) | 2% | -4% | 71µM* | -4% | -3% | 10% | 2 | 0% | -19%
COc1ccc(NC(=O)C(OC(=O)Cn2cnc3c2c(=O)n(C)c(=O)n3C)c2ccccc2)cc1Cl (stereo not given) | 3% | 7% | -3% | -4% | 0% | 0% | -1 | 3% | -3%
CCOC(=O)C1(O)CSc2nc3sc(C(=O)O)c(C)c3c(=O)n21 (stereo not given) | 6% | 18% | 1% | 7% | -3% | 18% | -4 | -5% | -7%
CC(C)(C)NC(=O)NC(=O)COC(=O)c1ccc(OC(F)F)cc1 | 2% | 7% | 0% | -13% | -4% | 2% | 1 | 7% | -10%
O=C1C(N2CCOCC2)=C(n2nnc3ccccc32)C(=O)c2ccccc21 | u | -2%[11.4 µM] | -20% | -13% | -17% | 28% | 24 | u | 14µM*
Cc1ccc(-n2c(SCC(=O)O)nc3sc4c(c3c2=O)C(C)CCC4)cc1 (stereo not given) | 0% | 33% | 4% | -5% | -4% | 1% | -3 | -11% | -7%
COC(=O)C(C)Oc1ccc2c(c1)O/C(=C\c1ccco1)C2=O (stereo not given) | -5% | -32%[56.9 µM] | u | -2% | 2% | 9% | 5 | -13% | -19%
Cc1cc(C)c2c(n1)SCC(=O)N2CC(=O)Nc1ccccc1C | -2% | -31% | 16% | 7% | -1% | -1% | -2 | -3% | -19%
COc1ccc(NC(=O)CN(C)C(=O)C2CC(=O)N(CCc3ccc(OC)c(OC)c3)C2)cc1 (stereo not given) | 3% | 7% | -4%[57.1 µM] | -1%[57.1 µM] | -5% | -7% | -3 | -2% | -14%
CCOc1ccccc1N(CC(=O)NC1CCCCC1)C(=O)CCC(=O)Nc1nccs1 | -6% | -21% | 27%[57.1 µM] | 11%[0.0914 µM] | -4% | -2% | -7 | 2% | -19%
Oc1ccc(N=Cc2ccc(OCc3ccccc3)cc2)cc1 | -23% | -32% | u | -11% | u | 26% | 16 | u | 2.8µM*
Cc1ccc(C(=O)N2CCN(c3ccccc3Cl)CC2)cc1[N+](=O)[O-] | 4% | 0% | 17% | -3% | -2% | -3% | 2 | 9% | -22%
COc1cc(-c2nnn(CC#N)n2)ccc1OCc1ccccc1 | -5% | 11% | 29% | 4% | 6% | 4% | -12 | 0% | -13%
COc1ccc(CCNC(=O)COc2ccc3c(C)cc(=O)oc3c2)cc1 | 0% | 13% | 11%[57.1 µM] | 13%[57.1 µM] | -2% | 0% | -7 | 1% | u
O=C(CN1CCN(c2ccccn2)CC1)NC(=O)NC1CCCCC1 | 3% | 7% | 10%[57.1 µM] | -6% | 0% | 0% | -5 | 1% | -8%
Cc1cc([N+](=O)[O-])nn1CCCC(=O)Nc1ccc2c(c1)OCO2 | -6% | -22% | 14% | 3% | -2% | 7% | 6 | -3% | -10%
O=C(Nc1cccc(NC(=O)c2ncn[nH]2)c1)c1cccc(Cl)c1 | -4% | -25% | 10%[57.1 µM] | -2%[57.1 µM] | -4% | -1% | -7 | -7% | -19%
Cc1nc2sc(C(c3ccco3)N3CC(C)OC(C)C3)c(O)n2n1 (stereo not given) | 1% | -29% | u | -2% | -3% | 8% | -2 | -10% | -14%
COc1ccccc1NC(=O)CSc1nnnn1C1CCCCC1 | -4% | 4% | 20%[57.1 µM] | -13%[57.1 µM] | -5% | 4% | -2 | 9% | -7%
CCCc1c(C(=O)Nc2cc(C)on2)cnn1-c1ccccc1 | -4% | 22% | 13%[57.1 µM] | 12%[57.1 µM] | -3% | 6% | 7 | 3% | -14%
C=C(C)C1CC=C(C)/C(=N/NC(=O)COc2ccc(C)cc2)C1 (stereo not given) | -1% | 6% | 5% | 8% | -1% | -1% | -2 | 0% | -11%
COc1ccc(/C=C(\NC(=O)c2ccco2)C(=O)N2CCCCC2)cc1 | -1% | -1% | 5% | -6% | -5% | -7% | -4 | -14% | -22%
CCOC(=O)CN(C)C(=O)C1CC(CO[Si](C)(C)C(C)(C)C)=CN1C(=O)OC(C)(C)C (stereo not given) | -4% | 12% | u | 2% | -7% | x | x | x | x
C/C(=N/NC(=O)COc1ccc(C(C)(C)C)cc1)c1ccc(N2CCOCC2)cc1 | -4% | 16% | 17%[57.1 µM] | 8%[57.1 µM] | -3% | -4% | -1 | -3% | -20%
Cc1c(C(=O)C(=O)NCc2ccco2)c2ccccc2n1C | 0% | -3% | 27%[57.1 µM] | 10%[57.1 µM] | -1% | -8% | -7 | 0% | -9%
Cc1cc(C)n(CCN(C)C(=O)C2CCC(=O)N(CCc3cccc(F)c3)C2)n1 (stereo not given) | 4% | 34% | 17% | -1% | 2% | 4% | -5 | 1% | -4%
O=C(N/N=C/c1ccc([N+](=O)[O-])o1)c1cccc(S(=O)(=O)N2CCOCC2)c1 | u | -10% | -49% | -14%[57.1 µM] | -1% | 6% | 5 | u | -25%
COc1ccc(-c2nc3ccccc3c(=O)n2CCOc2c(C)cccc2C)cc1 | 1% | 9% | 11%[57.1 µM] | 12% | -4% | -4% | -10 | 1% | -19%
CC12C=CC(=O)C=C1CCC1C2CCC2(C)C(C(=O)CO)CCC12 (stereo not given) | -1% | 5% | -40%[57.1 µM] | 3%[57.1 µM] | -6% | 9% | 5 | -16% | -11%
CN(c1ccccc1)S(=O)(=O)c1cccc(C(=O)NCCc2ccc(O)c(O)c2)c1 | -15% | -8% | u | 13%[57.1 µM] | u | -2% | 13 | 12% | -18%
Cn1c(=O)c2c(nc3n2CC(COc2ccccc2)O3)n(C)c1=O (stereo not given) | 0% | 2% | 26% | 9% | -4% | 19% | 0 | 0% | -21%
CCOC(=O)c1c(CN2CCCCC2)oc2ccc(OC)cc12 | 0%&1% | -11%&-18% | 16%&13% | 10%&17% | 1%&-6% | 5%&12% | -1&-1 | -2%&5% | 3%&-26%
NC(=O)c1ccsc1NC(=O)COC(=O)[C@@H]1CCCN1C(=O)c1cccs1 | 2% | 7% | 6% | 5% | -3% | 1% | -6 | -1% | -3%
O=C(Nn1c(=O)[nH]c2ccccc2c1=O)c1ccco1 | 0% | 19% | -20% | -4% | -2% | 2% | -8 | 2% | -2%
COc1cc(NC(=O)c2ccccc2[N+](=O)[O-])ccc1NC(=O)C(C)C | -3% | u | -4% | 0% | -1% | 6% | 1 | 9% | -6%
CCC(=O)c1ccc(OCCn2cnc3ccccc32)cc1 | 0% | -37% | 17%[57.1 µM] | 6%[57.1 µM] | 4% | 4% | -4 | 9% | -17%
O=C(N/N=C/c1ccc2cccnc2c1)c1ccco1 | 0% | -21% | 5%[57.1 µM] | -1%[57.1 µM] | -11% | 2% | -5 | 6% | -21%
Cc1ccc(NC(C)C(=O)N/N=C/c2ccc([N+](=O)[O-])s2)cc1 (stereo not given) | -8% | -6% | -37% | -15%[57.1 µM] | -1% | 8% | 3 | -5% | -13%
CC(C)(C)c1ccc(C(=O)NCc2nnc(SCC(=O)NC3CCCCC3)o2)cc1 | -2% | -45% | 0% | 0% | 1% | 3% | 0 | -12% | 0%

USP1 inh: hit marks shown above
| Structure | Vif-APOBEC3G blk | RGS4 inh | TrxR1 inh | TrxR1 substrate | mIDH1 inhibitor | LDHA inh | USP1 inh |
| --- | --- | --- | --- | --- | --- | --- | --- |
| O=C1C(N2CCOCC2)=C(n2nnc3ccccc32)C(=O)c2ccccc21 | u | -2%[11.4 µM] | -20% | -13% | 28% | 24 | 14µM* |
| Oc1ccc(N=Cc2ccc(OCc3ccccc3)cc2)cc1 | -23% | -32% | u | -11% | 26% | 16 | 2.8µM* |
